GPR151 ag – human GPR151 activation; actives 1% (n = 650,000); activation, % at 11.2 µM; Q8TDV0; AID 1508602; PathHunter beta-arrestin GPR151 cells, luminescence; in the data active = activation above about 4.9%;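 note: 0% = median of compound wells and 100% = cells with positive control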
Target sequence (Q8TDV0 whole entry, looked up): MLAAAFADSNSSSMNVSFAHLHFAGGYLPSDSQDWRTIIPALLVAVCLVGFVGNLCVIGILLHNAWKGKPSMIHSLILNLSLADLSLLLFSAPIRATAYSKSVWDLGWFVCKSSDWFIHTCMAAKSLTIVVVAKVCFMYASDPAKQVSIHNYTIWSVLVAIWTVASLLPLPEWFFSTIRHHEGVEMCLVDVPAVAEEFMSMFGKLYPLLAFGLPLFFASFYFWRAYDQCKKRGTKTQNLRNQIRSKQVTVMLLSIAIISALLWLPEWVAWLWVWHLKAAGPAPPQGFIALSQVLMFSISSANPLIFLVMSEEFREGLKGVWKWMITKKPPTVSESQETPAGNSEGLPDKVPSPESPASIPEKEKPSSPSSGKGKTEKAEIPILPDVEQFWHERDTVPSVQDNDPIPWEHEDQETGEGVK
MITF inh – inhibitors of human MITF; actives 0.91% (n = 650,000); AID 1259374; O75030; inhibition, % at 2.6 µM; AlphaScreen MITF homodimerization, bead proximity signal; in the data active = inhibition above about 50%;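 note: 0% = vehicle wells with protein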
Target sequence (O75030 whole entry, looked up): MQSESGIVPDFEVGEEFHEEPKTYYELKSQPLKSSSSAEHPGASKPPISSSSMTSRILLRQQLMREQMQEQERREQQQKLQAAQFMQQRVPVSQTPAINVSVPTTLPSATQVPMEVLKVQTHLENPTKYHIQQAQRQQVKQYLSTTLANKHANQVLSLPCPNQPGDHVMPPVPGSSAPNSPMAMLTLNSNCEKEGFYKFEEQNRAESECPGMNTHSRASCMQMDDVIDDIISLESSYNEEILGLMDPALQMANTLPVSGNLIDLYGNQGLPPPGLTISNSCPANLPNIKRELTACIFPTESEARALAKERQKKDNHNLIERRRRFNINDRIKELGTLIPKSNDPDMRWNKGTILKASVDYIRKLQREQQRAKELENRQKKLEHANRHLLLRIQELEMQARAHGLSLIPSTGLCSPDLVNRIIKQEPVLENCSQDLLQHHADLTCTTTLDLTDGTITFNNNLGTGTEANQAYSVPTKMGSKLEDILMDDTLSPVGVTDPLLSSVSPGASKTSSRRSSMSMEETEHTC
FBW7 act – human FBW7 E3 ligase activation, primary screen; Q969H0; AlphaScreen FBW7–phospho-cyclin E peptide binding, activator screen; normalized activity (activation), % at 26.1 µM; actives 0.13% (n = 650,000); AID 1259310; in the data active = normalized activity above about 1.9%;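 note: purified mutant Fbw7 with reduced substrate affinity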
TEAD-YAP block – TEAD-YAP interaction inhibition | AID 1259422 | actives 1.4% (n = 640,000) | HEK-TIYL cells, TEAD-Gal4/YAP UAS-luciferase luminescence | inhibition, % at 9.12 µM; in the data active = inhibition above about 32%;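 note: 0% = median of test compound wells and 100% = reference inhibitor wells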
Numbers without * were called inactive; . = not tested or not shown; & = joins results of further samples. Outcome played no part in choosing rows; about 3.4% have a hit in one of these screens.

SMILES	GPR151 ag	MITF inh	FBW7 act	TEAD-YAP block
CC1(C)C2CC=C(CN3CCN(c4ccc([N+](=O)[O-])cc4)CC3)C1C2 (stereo not given)	-0.6	39	-0.1	4
c1ccc(OCCOc2ncnc3sccc23)cc1	-1.7	-4	-0.1	-67
CC(Oc1ccccc1)C(=O)N/N=C/c1ccccc1F (stereo not given)	2.5	20	0.1	6
COc1ccc(Br)cc1C(=O)Nc1cc2c(ccc3ccccc32)oc1=O	-0.4	4	-0.1	0
O=S(=O)(NC(=S)NC1CCCCC1)c1cccs1	0.2	-7	0.0	-1
Cc1csc(NC(=O)c2ccccc2)c1C#N	-0.6	-5	-0.1	-38
COc1ccc(Br)cc1CN(C)CN1C(=O)NC2(CCCCC2)C1=O	0.3	-15	-0.1	-4
COc1ccccc1OCc1ccc(C(=O)NC(C)(C)C)o1	0.0	-6	-0.2	-7
CCc1cccc(C)c1NC(=O)c1cc(S(=O)(=O)NCc2ccccc2)ccc1F	-1.9	7	0.1	4
Cc1cc(Cl)cc(C)c1OCCCN1CCNCC1	-0.3	19	-0.1	-11
CCc1cc(=O)n(CC(=O)Nc2c(C)cc(C)cc2C)c(-n2nc(C)cc2C)n1	-0.4	6	-0.1	4
CC(Oc1ccc(Cl)cc1Cl)C(=O)Nc1ccccc1C(=O)O (stereo not given)	-0.6	4	0.0	-37
COc1ccc(C2=CC(=O)Nc3ccccc3S2)cc1	-1.0	10	0.7	-46
Cc1ccc(/C=C/S(=O)(=O)NCC(=O)OCc2cc([N+](=O)[O-])cc3c2OCOC3)cc1	1.3	6	0.0	-3
COc1cc2cc(C#N)c(SCC(=O)Nc3ccc(F)cc3)nc2cc1OC	0.6	-9	-0.1	-6
Cc1[nH]nc2nc(SCC(=O)NCC3CCCO3)n(-c3ccc(Br)cc3)c(=N)c12 (stereo not given)	0.5	5	-0.2	0
CC1(C)Oc2ccc(C(=O)Nc3ccc4c(c3)CCC4)cc2NC1=O	-0.3	3	0.3	-25
COc1cc(-c2[nH]nc3c2C(c2ccc(C(F)(F)F)cc2)C(C#N)=C(N)O3)cc(OC)c1OC (stereo not given)	-0.4	10	0.1	-2
CC(=O)N1CCN(S(=O)(=O)c2ccc(Cl)nc2)CC1	0.2	-13	-0.2	0
O=C(N/N=C/c1ccncc1)c1sc2cc(F)ccc2c1Cl	-0.9	-4	-0.1	-5
CCn1c(COc2ccc(OC)cc2)nnc1SCC(=O)NC1CCCCC1	0.9	7	-0.1	6
COc1cccc(CNC(=O)CC2C(=O)NCCN2CCc2ccccc2)c1OC (stereo not given)	-0.6	-9	-0.2	2
Cc1cc(C)cc(NC(=O)c2c(-c3ccccc3Cl)noc2C)c1	-0.4	5	0.1	5
O=C(Nc1cccc(C(F)(F)F)c1)c1ccccc1F	-0.7	1	0.1	-19
CCOC(=O)c1ccc(NC(=O)CSc2nn3c(=O)c(C)nnc3s2)cc1	0.0	16	-1.8	10

The list goes on:
SMILES	GPR151 ag	MITF inh	FBW7 act	TEAD-YAP block
O=C(NCc1ccco1)C(=O)N/N=C/c1ccccc1F	0.0	-3	-0.2	0
N#C/C(=C/c1cn(CC(N)=O)c2ccccc12)c1ccc(F)cc1	2.4	17	0.3	5
NC(=O)CCNS(=O)(=O)c1ccc(Cl)cc1	-0.8	10	-0.1	-6
CN1CCC(O)(C#CCOc2ccc(Br)cc2)CC1	1.2	-3	-0.1	-34
CN(C)S(=O)(=O)c1ccc(C(=O)Nc2ccccc2C#N)cc1	-1.2	6	0.2	4
O=C(CN1C(=O)CCSc2ccccc21)NCc1ccccc1	-0.6	7	-0.1	8
CC(C)N1C(=O)c2ccccc2N2C(=O)CCC21C(=O)O (stereo not given)	1.4	4	0.1	-3
FC(F)(F)c1ccc(NCCN2CCOCC2)nc1	8.2*	-13	-0.1	2
O=C(Nc1ccc(Cl)c(Cl)c1)Nc1ccccc1[N+](=O)[O-]	-1.7	12	-0.1	-57
COc1ccc(N2CCN(CCCn3c(=S)[nH]c4cc5c(cc4c3=O)OCO5)CC2)cc1	1.0	10	0.3	5
CC(C)c1ccc(Nc2ncnc3c2cnn3C)cc1	-0.1	8	0.2	-30
CC(C)C(=O)Nc1nc2c(Cl)cc(Cl)cc2s1	0.1	8	-0.2	4
COC(=O)N1CCN(CCNC(=O)/C=C/c2ccc3c(c2)OCO3)CC1	-1.1	-3	-0.2	-6
COc1ccc(N2CCN(C3CC(=O)N(CCc4ccc(OC)c(OC)c4)C3=O)CC2)cc1 (stereo not given)	-0.3	12	-0.1	5
O=C(Cc1ccccc1)Nc1ccc(C(=O)Nc2ccc(O)cc2)cc1	-0.4	16	0.0	2
Cc1c(Br)c(=O)[nH]c(=O)n1Cc1ccccc1	0.5	6	0.6	-6
CC(=O)Nc1ccc2c(c1)C(=O)N(C1CCCCC1)C2=O	-1.0	0	0.7	-1
c1ccn2c(SCc3cn4ccsc4n3)nnc2c1	-2.2	-1	-0.2	-72
Cc1nc(N2CCC(C)CC2)c2c(C)c(C(=O)N3CCN(c4cccc(Cl)c4)CC3)sc2n1	2.4	-6	0.0	-2
CC(=O)c1ccc2sc3ccccc3c2c1	-0.1	19	0.6	-9
CCOc1ccc(N2C(=O)CC(Sc3nc(C)ccc3C#N)C2=O)cc1 (stereo not given)	-0.2	6	0.5	0
CCCc1cc(=O)oc2cc(OC(C(=O)OCC)c3ccccc3)c(Cl)cc12 (stereo not given)	-0.1	-14	0.2	3
COc1cc(Br)c(/C=C2/SC(=S)NC2=O)cc1OC	1.4	-9	-0.1	-4
CCOc1ccc(N(C(C)C(=O)Nc2ccc(OC)c(Cl)c2)S(C)(=O)=O)cc1 (stereo not given)	-0.2	-15	0.1	-5
O=C(O/N=C(/c1ccccc1)c1ccncc1)c1ccc(F)cc1	-0.2	-2	-0.1	-5

Later entries
SMILES	GPR151 ag	MITF inh	FBW7 act	TEAD-YAP block
CC(=O)c1nn(-c2ccc(C)cc2)cc1C(=O)c1nc2ccccc2s1	0.0	25	-0.1	10
COc1ccc(OC(C)C(=O)Nc2ccc(N(C)C)cc2)cc1 (stereo not given)	-0.1	5	0.0	-10
CCC(C)(C)NC(=O)C(c1ccc(C)o1)N(C(=O)c1csnn1)C1CC1 (stereo not given)	0.0	1	-0.1	7
COc1ccc(Cl)c2sc(N3CCN(C(=O)Nc4ccc5c(c4)OCO5)CC3)nc12	0.5	5	0.0	-35
O=C(NNC(=O)c1cc(-c2ccco2)nc2ccccc12)c1cc2ccccc2oc1=O	1.4	17	0.5	-32
COc1cc(/C=C2\C(=O)Nc3ccc(Br)cc32)cc([N+](=O)[O-])c1O	-0.3	-6	-0.1	0
C#CC(C)(O)CCCC(C)CCCC(C)CCCC(C)C (stereo not given)	2.1	0	0.0	4
NC[C@H]1O[C@H](OC2[C@@H](N)C[C@@H](N)[C@H](O[C@H]3O[C@H](CO)[C@@H](O)[C@H](N)[C@H]3O)[C@H]2O)[C@H](O)[C@@H](O)[C@@H]1O (stereo not given in full)	-0.4&-0.2&-0.7&-1.5	9&19&9&-34	1.0&0.3&0.0&-0.1	-3&-16&3
COC(=O)C[C@H]1C(C)(C)C2(O)OC34CC2C(=O)[C@]1(C)C3CC[C@]1(C)C4=CC(=O)O[C@H]1c1ccoc1 (stereo not given in full)	-2.1	5	0.0	8
O=c1c2sccc2nc(SCc2cc(=O)n3cc(Cl)ccc3n2)n1Cc1ccc2c(c1)OCO2	2.1	4	-0.1	6
O=C(CN1C(=O)c2cccc3cccc1c23)Nc1cccc(Cl)c1Cl	0.7	13	0.2	3
CC(C)(C)n1nnnc1C(c1ccc(C#N)cc1)N1CCN(c2ccccc2F)CC1 (stereo not given)	2.3	-14	0.0	3
CCOc1ccccc1CN1CCN(Cc2ccc(OC)c(C)c2OC)CC1CCO (stereo not given)	1.7	10	0.1	7
CCCCC(CC)CNC(=O)c1ccco1 (stereo not given)	-0.4	1	0.1	6
CCc1c(C)sc(NC(=O)CCCn2nc([N+](=O)[O-])c(Br)c2C)c1C#N	1.5	-5	-0.1	-4
Cc1sc2nc(C3CC3)n(C3CCNCC3)c(=O)c2c1C	-1.6	-5	-0.4	-11
O=C1N(c2cccc3ccccc23)C(c2ccccc2)N2CCCN12 (stereo not given)	3.2	7	-0.1	4
O=C(/C=C/c1cccs1)c1ccc(NC(=O)c2ccco2)cc1	-0.2	4	-0.1	-64
CC1=C(C(N)=O)C(c2ccccc2)N=C(SCc2ccc(F)cc2)N1 (stereo not given)	-0.9	-7	-0.2	-4
C#CCSc1nc2ccccc2n1C(=O)c1ccc(S(=O)(=O)N2CCOCC2)cc1	-0.2	9	0.5	6
CN(c1ccccc1)S(=O)(=O)c1ccc(C(=O)OC2CCCCC2=O)cc1 (stereo not given)	-0.2	4	-0.2	2
CCCCC/C=C\C/C=C\C=C\[C@@H](O)CCCCCCC(=O)O	-0.6	1	.	.
O=C(NCC1CCCO1)c1cccc(-c2ccc(O)cc2)c1 (stereo not given)	1.6	-4	0.0	-9
COc1cccc(C(=O)NC2(C(F)(F)F)NC(=O)N(c3ccc(F)cc3)C2=O)c1 (stereo not given)	-1.1	20	0.6	4
Cc1cc(C)nc(NN=C2CCCC2)n1	-0.9	14	-0.1	1

Part of the list above, as labelled records.
CCCc1cc(=O)oc2cc(OC(C(=O)OCC)c3ccccc3)c(Cl)cc12 (stereo not given)
  GPR151 ag: -0.1
  MITF inh: -14
  FBW7 act: 0.2
  TEAD-YAP block: 3
O=C(NCC1CCCO1)c1cccc(-c2ccc(O)cc2)c1 (stereo not given)
  GPR151 ag: 1.6
  MITF inh: -4
  FBW7 act: 0.0
  TEAD-YAP block: -9

One compound at a time (already shown). Order of screens: GPR151 ag	MITF inh	FBW7 act	TEAD-YAP block
Shown for `CCCCC/C=C\C/C=C\C=C\[C@@H](O)CCCCCCC(=O)O` = -0.6	1	.	.
Shown for `CC1=C(C(N)=O)C(c2ccccc2)N=C(SCc2ccc(F)cc2)N1` (stereo not given) = -0.9	-7	-0.2	-4
Shown for `COc1ccc(N2CCN(CCCn3c(=S)[nH]c4cc5c(cc4c3=O)OCO5)CC2)cc1` = 1.0	10	0.3	5
Shown for `CN(C)S(=O)(=O)c1ccc(C(=O)Nc2ccccc2C#N)cc1` = -1.2	6	0.2	4
Shown for `O=C(Nc1cccc(C(F)(F)F)c1)c1ccccc1F` = -0.7	1	0.1	-19

(listing goes on)
SMILES	GPR151 ag	MITF inh	FBW7 act	TEAD-YAP block
Cc1ccc(-c2csc(Nc3cccc4ccccc34)n2)cc1C	0.3	15	0.0	-5
CCOc1ccc(C2C(C(=O)OC)=CN(Cc3ccc(OC)c(OC)c3)C=C2C(=O)OC)cc1OC	1.0	-5	0.0	-7
COc1cc(CN2CCN(c3ccccc3C)CC2)cc(OC)c1O	0.2	20	0.1	3
Cc1ccc(NC(=O)CSc2nc3nc(C)c(Cc4ccccc4C)c(C)n3n2)cc1Cl	-0.7	8	-0.1	8
Cc1ccc(Cl)cc1N=C1NC(=O)CS1	-0.9	3	0.6	4
CN1CCN(Cc2ccc(NC(=O)Nc3ccc4c(c3)OCO4)cc2)CC1	3.8	23	-0.3	-25
COC(=O)C(NC(=O)c1cccc([N+](=O)[O-])c1)C(C)C (stereo not given)	0.3	-6	-0.2	0
CCOC(=O)c1cnc2c(C)cc(Cl)cc2c1N1CCN(C)CC1	-0.5	11	-0.2	0
C(=C\c1ccccn1)/c1ccncc1	-5.8	2	-0.1	-19
N#Cc1c(SCC(=O)O)nc(N2CCCCC2)c2c1CCCC2	0.2	-1	0.0	5
COc1cc([N+](=O)[O-])ccc1-c1ccc(/C=C2/NC(=S)NC2=O)o1	-0.8	6	0.1	3
COc1cccc(CNC(=O)CC(C)S(=O)(=O)c2cc3c(cc2C)NC(=O)CO3)c1 (stereo not given)	2.0	-1	0.1	7
C[C@@H](NC(=O)c1cc2ccccc2s1)c1nc(-c2ccncc2)n[nH]1	-0.3	-3	0.1	10
CCC(=O)Nc1cc(-c2ccco2)nn1-c1nc(CC)cc(=O)[nH]1	-0.8	-10	-0.3	3
COc1ccc(/C=C2\S/C(=N\N=C\c3ccc(OC)c(OC)c3)NC2=O)cc1OC	-0.6	-13	-0.1	9
COc1ccc(S(=O)(=O)N=C2C=C(C)C(=O)C(C)=C2)cc1	-1.2	15	0.2	0
COCCCNC(=S)N1CCCN(c2nc3cc(C)ccc3cc2C#N)CC1	-0.3	15	0.0	-11
O=C(CCS(=O)(=O)c1cc2c(cc1Cl)NC(=O)CO2)Nc1cccc(Cl)c1	-1.4	4	0.1	1
COc1ccc(C2=N/C(=C\c3cccc([N+](=O)[O-])c3)C(=O)N2c2ccc(OC)c(OC)c2)cc1Br	1.5	-7	-0.2	2
O=C(NC1CCCC1)C1c2ccccc2C(=O)N1c1ccc(Cl)cc1 (stereo not given)	0.7	1	0.2	-2
Cc1ccc2nc(-c3ccc(Cl)c(NC(=S)NC(=O)c4cc5ccccc5o4)c3)oc2c1	-0.3	-3	-0.1	-23
O=C(NCc1ccc(F)cc1)c1cc(=O)c(OCc2ccc(F)cc2)co1	1.1	-10	-0.2	-6
CC1CCN(S(=O)(=O)c2ccc(F)c(C(=O)Nc3ccc(C(F)(F)F)cc3)c2)CC1	1.1	-21	-0.2	-1
COc1ccc(C(=O)Oc2cc(N)n(S(=O)(=O)c3ccc(F)cc3)n2)cc1	-0.8	2	0.0	-2
Cn1c(CNc2ccccc2)cc(=O)n(C)c1=O	-1.0	11	0.0	0

Arranged by formula weight (lowest first): part of the list above
SMILES	GPR151 ag	MITF inh	FBW7 act	TEAD-YAP block
O=C(CN1C(=O)CCSc2ccccc21)NCc1ccccc1	-0.6	7	-0.1	8
COc1cc([N+](=O)[O-])ccc1-c1ccc(/C=C2/NC(=S)NC2=O)o1	-0.8	6	0.1	3
CCOc1ccc(N2C(=O)CC(Sc3nc(C)ccc3C#N)C2=O)cc1 (stereo not given)	-0.2	6	0.5	0
